TcdB inh = TcdB glycohydrolase inhibitors, primary screen, biochemical, single point, plate reader | Toxin B (Clostridioides difficile), P18177 | TcdB glycohydrolase enzymatic assay | inhibition, % at 9.99 µM | 350,000 compounds, 0.24% hits | AID 652162, 2013; in the data active = inhibition above about 10%
Target sequence (P18177 whole entry, looked up): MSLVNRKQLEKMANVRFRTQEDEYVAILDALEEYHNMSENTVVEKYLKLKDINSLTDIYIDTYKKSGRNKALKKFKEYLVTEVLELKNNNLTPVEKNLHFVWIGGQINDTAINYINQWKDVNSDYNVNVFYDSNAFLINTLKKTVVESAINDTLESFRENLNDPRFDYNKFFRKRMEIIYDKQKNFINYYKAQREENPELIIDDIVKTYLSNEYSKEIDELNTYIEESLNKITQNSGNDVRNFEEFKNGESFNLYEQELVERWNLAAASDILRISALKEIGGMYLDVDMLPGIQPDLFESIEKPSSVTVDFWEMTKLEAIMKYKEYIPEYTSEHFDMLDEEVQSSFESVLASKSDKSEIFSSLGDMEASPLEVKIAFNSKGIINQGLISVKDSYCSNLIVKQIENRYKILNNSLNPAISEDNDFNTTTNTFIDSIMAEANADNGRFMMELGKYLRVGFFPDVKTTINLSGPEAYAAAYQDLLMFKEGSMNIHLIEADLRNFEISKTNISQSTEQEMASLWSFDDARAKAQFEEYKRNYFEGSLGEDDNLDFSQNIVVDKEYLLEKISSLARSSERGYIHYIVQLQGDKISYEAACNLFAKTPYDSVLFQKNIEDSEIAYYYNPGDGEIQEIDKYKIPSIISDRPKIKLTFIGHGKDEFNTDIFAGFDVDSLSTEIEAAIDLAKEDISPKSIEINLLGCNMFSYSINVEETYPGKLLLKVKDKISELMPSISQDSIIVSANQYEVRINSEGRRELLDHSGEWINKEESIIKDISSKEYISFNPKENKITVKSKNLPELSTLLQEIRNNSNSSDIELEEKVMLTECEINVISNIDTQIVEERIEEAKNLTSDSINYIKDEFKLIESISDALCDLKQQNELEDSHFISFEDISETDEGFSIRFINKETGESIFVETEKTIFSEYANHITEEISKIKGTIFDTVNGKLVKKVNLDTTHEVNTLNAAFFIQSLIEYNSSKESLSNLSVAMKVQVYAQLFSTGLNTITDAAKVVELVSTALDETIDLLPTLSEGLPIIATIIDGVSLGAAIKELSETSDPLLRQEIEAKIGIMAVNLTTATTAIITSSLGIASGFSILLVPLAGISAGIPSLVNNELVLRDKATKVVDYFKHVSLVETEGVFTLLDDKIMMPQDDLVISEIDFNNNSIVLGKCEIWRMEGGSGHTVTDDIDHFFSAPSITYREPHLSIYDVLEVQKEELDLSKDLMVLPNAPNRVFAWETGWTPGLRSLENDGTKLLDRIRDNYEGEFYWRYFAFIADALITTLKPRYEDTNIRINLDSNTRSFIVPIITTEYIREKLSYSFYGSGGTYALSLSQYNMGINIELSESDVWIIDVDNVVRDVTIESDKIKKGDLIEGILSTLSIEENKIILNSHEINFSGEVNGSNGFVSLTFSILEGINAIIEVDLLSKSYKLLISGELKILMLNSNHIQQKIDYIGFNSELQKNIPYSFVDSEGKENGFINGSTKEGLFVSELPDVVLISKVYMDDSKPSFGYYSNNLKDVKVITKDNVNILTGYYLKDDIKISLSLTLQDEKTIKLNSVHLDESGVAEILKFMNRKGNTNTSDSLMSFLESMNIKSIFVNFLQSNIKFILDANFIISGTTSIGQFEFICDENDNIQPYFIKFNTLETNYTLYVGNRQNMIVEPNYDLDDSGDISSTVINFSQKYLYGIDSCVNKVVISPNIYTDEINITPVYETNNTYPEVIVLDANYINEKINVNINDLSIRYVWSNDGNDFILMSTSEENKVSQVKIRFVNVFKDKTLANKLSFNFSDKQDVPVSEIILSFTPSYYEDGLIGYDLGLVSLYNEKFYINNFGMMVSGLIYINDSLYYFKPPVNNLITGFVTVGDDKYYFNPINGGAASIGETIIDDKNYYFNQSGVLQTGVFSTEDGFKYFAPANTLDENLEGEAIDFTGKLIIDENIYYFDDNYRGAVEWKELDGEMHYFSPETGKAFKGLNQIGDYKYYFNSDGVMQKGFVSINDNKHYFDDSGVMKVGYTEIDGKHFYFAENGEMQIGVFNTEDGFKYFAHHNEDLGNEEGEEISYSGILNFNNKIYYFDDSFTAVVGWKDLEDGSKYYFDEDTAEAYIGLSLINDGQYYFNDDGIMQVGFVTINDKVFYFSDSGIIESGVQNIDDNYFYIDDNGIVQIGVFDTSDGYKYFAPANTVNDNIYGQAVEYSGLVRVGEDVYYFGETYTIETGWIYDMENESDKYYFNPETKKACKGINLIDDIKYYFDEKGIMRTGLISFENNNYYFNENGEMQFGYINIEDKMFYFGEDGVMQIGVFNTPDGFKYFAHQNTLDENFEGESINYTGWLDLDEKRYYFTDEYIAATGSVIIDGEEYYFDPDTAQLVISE
Active calls of the source: *. An excerpt; rates above refer to the full screens.

SMILES	TcdB inh
O=S(=O)(c1cccs1)N1CCCCN2[C@H](C1)[C@H](c1ccc(C3=CCCCC3)cc1)[C@@H]2CO	-0.3
C[C@@H]1CN([C@H](C)CO)C(=O)c2cc(C#CC3(O)CCCC3)cnc2O[C@H]1CN(C)C(=O)Nc1ccc2c(c1)OCO2	0.7
C[C@H]1CN([C@@H](C)CO)C(=O)Cc2cc(NS(=O)(=O)c3cccs3)ccc2O[C@@H]1CN(C)Cc1ccc(C(=O)Nc2ccccc2N)cc1	0.5
C[C@@H]1CN([C@@H](C)CO)C(=O)c2cc(NS(=O)(=O)c3ccc(Cl)cc3)ccc2O[C@@H](C)CCCCO[C@H]1CN(C)S(=O)(=O)c1ccc(F)cc1	0.1
O=C(Nc1ccccc1)Nc1ccc2c(c1)[C@@H]1C[C@H](CC(=O)N3CCCCC3)O[C@@H](CO)[C@@H]1O2	-0.1
CCNC(=O)[C@@H]1[C@@H](CO)[C@@H]2Cn3c(ccc(C4=CCCC4)c3=O)[C@@H]2N1CC1CC1	-0.1
COC(=O)C[C@@H]1C[C@@H]2c3cc(NC(=O)c4ccc5c(c4)OCO5)ccc3O[C@@H]2[C@@H](CO)O1	3.3
CN(C)CC(=O)Nc1ccc2c(c1)[C@H]1C[C@@H](CC(=O)NCc3ccncc3)O[C@H](CO)[C@H]1O2	-0.1
COCC(=O)N1[C@H](C#N)[C@@H](c2ccccc2)[C@@H]1CO	0.1
C[C@@H]1CCCCO[C@H](CN(C)Cc2ccc(Cl)c(Cl)c2)[C@@H](C)CN([C@@H](C)CO)C(=O)c2cc(NS(C)(=O)=O)ccc2O1	0.2
CN1c2ccc(-c3cccc(C#N)c3)cc2[C@H]2[C@H](CCN2S(=O)(=O)c2ccccc2F)[C@H]1CO	-12
NCC[C@H]1CC[C@@H](NC(=O)C2CC2)[C@H](CO)O1	-0.4

Sorted by number of heavy atoms (ascending): some entries from above
SMILES	TcdB inh
NCC[C@H]1CC[C@@H](NC(=O)C2CC2)[C@H](CO)O1	-0.4
COCC(=O)N1[C@H](C#N)[C@@H](c2ccccc2)[C@@H]1CO	0.1
CCNC(=O)[C@@H]1[C@@H](CO)[C@@H]2Cn3c(ccc(C4=CCCC4)c3=O)[C@@H]2N1CC1CC1	-0.1
COC(=O)C[C@@H]1C[C@@H]2c3cc(NC(=O)c4ccc5c(c4)OCO5)ccc3O[C@@H]2[C@@H](CO)O1	3.3
CN(C)CC(=O)Nc1ccc2c(c1)[C@H]1C[C@@H](CC(=O)NCc3ccncc3)O[C@H](CO)[C@H]1O2	-0.1
O=C(Nc1ccccc1)Nc1ccc2c(c1)[C@@H]1C[C@H](CC(=O)N3CCCCC3)O[C@@H](CO)[C@@H]1O2	-0.1
C[C@@H]1CN([C@H](C)CO)C(=O)c2cc(C#CC3(O)CCCC3)cnc2O[C@H]1CN(C)C(=O)Nc1ccc2c(c1)OCO2	0.7
C[C@@H]1CCCCO[C@H](CN(C)Cc2ccc(Cl)c(Cl)c2)[C@@H](C)CN([C@@H](C)CO)C(=O)c2cc(NS(C)(=O)=O)ccc2O1	0.2
C[C@H]1CN([C@@H](C)CO)C(=O)Cc2cc(NS(=O)(=O)c3cccs3)ccc2O[C@@H]1CN(C)Cc1ccc(C(=O)Nc2ccccc2N)cc1	0.5
C[C@@H]1CN([C@@H](C)CO)C(=O)c2cc(NS(=O)(=O)c3ccc(Cl)cc3)ccc2O[C@@H](C)CCCCO[C@H]1CN(C)S(=O)(=O)c1ccc(F)cc1	0.1

Remaining list, next part:
SMILES	TcdB inh
O=C(C[C@@H]1CC[C@H]2[C@@H](COC[C@H](O)CN2C(=O)Nc2ccccc2)O1)NCCc1ccncc1	-0.7
O=C(Cc1ccccc1)N1CC(=O)N2[C@H](C1)[C@H](c1ccc(C3=CCCC3)cc1)[C@@H]2CO	1.9
COc1ccc2c3c([nH]c2c1)[C@H](CO)N(C(=O)c1ccccc1)CC31CCN(C)CC1	-8.0
C[C@@H]1CN([C@@H](C)CO)C(=O)c2cc(NS(=O)(=O)c3cccs3)ccc2O[C@@H](C)CCCCO[C@@H]1CN(C)Cc1ccncc1	0.6
COc1ccc(-c2ccc3c(c2)[C@@H]2[C@@H](CCN2C(=O)c2ccc4c(c2)OCO4)[C@@H](CO)N3C)cc1	-2.8
C[C@@H]1CN([C@@H](C)CO)C(=O)Cc2cc(NC(=O)NC3CCCCC3)ccc2O[C@H]1CN(C)C(=O)Nc1ccc(F)cc1	-0.2
COCC(=O)Nc1ccc2c(c1)OC[C@H](C)N(C(=O)Cc1cccnc1)C[C@@H](C)[C@@H](OC)CN(C)C2=O	-0.3
Cc1noc(C)c1S(=O)(=O)N(C)C[C@@H]1OCCCC[C@H](C)Oc2ccc(NS(=O)(=O)c3ccc(Cl)cc3)cc2C(=O)N([C@H](C)CO)C[C@@H]1C	-0.3
CN1[C@@H]2Cn3c(ccc(-c4cccc(F)c4)c3=O)[C@H]1[C@@H](C(=O)NCc1ccccc1)[C@@H]2CO	0.2
C[C@@H]1CN([C@H](C)CO)C(=O)c2cc(NC(=O)C3CC3)ccc2O[C@H]1CN(C)S(=O)(=O)c1ccc(Cl)cc1	-0.8
Cc1noc(C)c1S(=O)(=O)Nc1ccc2c(c1)C(=O)N([C@@H](C)CO)C[C@@H](C)[C@H](CN(C)C(=O)CCC(F)(F)F)OCCCC[C@H](C)O2	-0.7
O=C(Nc1ccccc1)N[C@H]1CC[C@H](CCNC(=O)c2ccccc2F)O[C@H]1CO	1.4
COCCNC(=O)C[C@@H]1CC[C@@H]2[C@H](COc3ccc(NC(=O)Nc4cccc(F)c4)cc3C(=O)N2C)O1	0.4
COc1ccc(NC(=O)N(C)C[C@H]2Oc3ncc(-c4cccnc4)cc3C(=O)N([C@@H](C)CO)C[C@H]2C)cc1	0.6
CC(C)NC(=O)Nc1ccc2c(c1)CC(=O)N([C@H](C)CO)C[C@@H](C)[C@H](CN(C)Cc1ccccc1)O2	-0.4
COc1ccc2c3c(n(C)c2c1)[C@@H](CO)N(C(=O)CC1CC1)CC31CCN(C(=O)C2CC2)CC1	1.1
O=C(c1ccncc1)N1C[C@H]2[C@@H](c3ccccc31)[C@H](CO)N2C(=O)Nc1ccc(F)cc1	-2.0
O=C(c1ccncc1)N1C[C@H]2[C@@H](c3ccccc31)[C@H](CO)N2Cc1ccccc1F	0.5
CO[C@@H]1CN(C)C(=O)c2ccc(NC(=O)c3cnccn3)cc2OC[C@H](C)N(CCc2ccccc2)C[C@H]1C	-0.3
O=C(Nc1ccc(C(F)(F)F)cc1)Nc1ccc2c(c1)[C@H]1C[C@H](CC(=O)N3CCc4ccccc4C3)O[C@@H](CO)[C@H]1O2	0.3
COc1cccc(-c2cccc(-c3nc(C(=O)NCCCN4CCOCC4)cc4c3[C@@H](CCO)N(S(=O)C(C)(C)C)C4)c2)c1 (stereo not given in full)	1.5
COc1ccccc1-c1ccc2c(c1)O[C@@H](CN(C)Cc1ccc3c(c1)OCO3)[C@@H](C)CN([C@@H](C)CO)S2(=O)=O	-0.9
O=C(N[C@@H]1C=C[C@@H](CC(=O)N2CCN(c3ccccc3)CC2)O[C@H]1CO)c1ccncc1	-1.0
CC(C)NC(=O)Nc1ccc2c(c1)C(=O)N([C@H](C)CO)C[C@H](C)[C@@H](CN(C)S(=O)(=O)c1cn(C)cn1)OCCCC[C@H](C)O2	-0.6
COc1ccc(S(=O)(=O)N(C)C[C@H]2Oc3c(NC(=O)c4nc5ccccc5s4)cccc3C(=O)N([C@@H](C)CO)C[C@@H]2C)cc1	-0.4
C[C@@H]1CN([C@@H](C)CO)C(=O)c2cc(C3=CCCCC3)cnc2O[C@@H]1CN(C)C(=O)c1ccc2c(c1)OCO2	1.5
CCS(=O)(=O)Nc1ccc2c(c1)C(=O)N(C)[C@H]1CC[C@@H](CC(=O)NCCOC)O[C@@H]1CO2	0.3
CC(C)NC(=O)N(C)C[C@H]1Oc2ccc(NS(C)(=O)=O)cc2CC(=O)N([C@H](C)CO)C[C@H]1C	-0.5
CCCC#Cc1ccc([C@H]2[C@H](CO)N3C(=O)CN(C(=O)Nc4ccccc4)C[C@@H]23)cc1	-6.3
CO[C@@H]1CN(C)C(=O)c2cc(NS(C)(=O)=O)ccc2OC[C@H](C)N(Cc2cocn2)C[C@H]1C	-2.0
Cc1ccc(-c2ccc3c(c2)O[C@@H](CN(C)Cc2ccccn2)[C@H](C)CN([C@@H](C)CO)S3(=O)=O)cc1	0.5
C[C@@H]1CN([C@@H](C)CO)C(=O)c2cc(NS(C)(=O)=O)ccc2O[C@@H](C)CCCCO[C@H]1CN(C)C(=O)C1CCCCC1	0.5
O=C(C[C@@H]1CC[C@H]2[C@@H](COC[C@H](O)CN2C(=O)c2ccccc2F)O1)NCc1ccc(F)cc1	-0.1
C[C@@H]1CN([C@H](C)CO)C(=O)c2cc(NS(=O)(=O)c3ccc(F)cc3)ccc2O[C@@H]1CN(C)S(=O)(=O)c1cccs1	0.6
C[C@H]1CN([C@@H](C)CO)C(=O)c2cc(-c3cncnc3)cnc2O[C@@H]1CN(C)CC1CCOCC1	-1.9
COc1ccccc1S(=O)(=O)N1CC[C@H]2[C@@H](CO)N(C)c3ccc(C#Cc4ccccc4)cc3[C@H]21	-9.9
CCN1[C@@H]2c3ccc(C4=CCCCC4)c(=O)n3C[C@H]1[C@H](CO)[C@H]2C(=O)N1CCc2ccccc2C1	-2.1
COc1ccc(-c2cnc3c(c2)C(=O)N([C@H](C)CO)C[C@@H](C)[C@H](CN(C)C)O3)cc1	-2.7
COc1ccccc1NC(=O)N[C@H]1CC[C@H](CC(=O)NCc2ccc(Cl)c(Cl)c2)O[C@H]1CO	0.2
C[C@H](CO)N1C[C@H](C)[C@@H](CN(C)Cc2ccc(Cl)c(Cl)c2)Oc2ccc(NC(=O)Cc3ccccc3)cc2C1=O	1.5
C[C@@H]1CN([C@@H](C)CO)C(=O)Cc2cc(NC(=O)c3ccncc3)ccc2O[C@H]1CN(C)S(C)(=O)=O	-0.3
CC(C)NC(=O)Nc1ccc2c(c1)C(=O)N([C@H](C)CO)C[C@H](C)[C@H](CN(C)Cc1ccc(C(F)(F)F)cc1)O2	0.8
O=C(c1cccnc1)N1C[C@H]2[C@@H](c3ccccc31)[C@@H](CO)N2CC1CCCC1	0.6
O=C(C[C@H]1C[C@H]2c3cc(NC(=O)C4CCOCC4)ccc3O[C@H]2[C@H](CO)O1)NCC1CC1	0.2
COC(=O)C[C@H]1C[C@@H]2c3cc(NC(=O)NC4CCCC4)ccc3O[C@@H]2[C@H](CO)O1	0.7
CC(C)C#Cc1ccc([C@H]2[C@@H](C#N)N(C(=O)C3CC3)[C@@H]2CO)cc1	0.4
C[C@@H]1CN([C@H](C)CO)C(=O)c2cc(NC(=O)Cc3ccccc3)ccc2O[C@@H](C)CCCCO[C@@H]1CN(C)S(C)(=O)=O	-0.6
COc1ccc2c3c([nH]c2c1)[C@H](CO)N(C(C)=O)CC31CN(S(=O)(=O)c2ccccc2)C1	1.3
C[C@H](CO)N1C[C@H](C)[C@H](CN(C)C(=O)Cc2ccccn2)Oc2ncc(C#CC3CCCC3)cc2C1=O	0.5
Cc1ccc(S(=O)(=O)Nc2ccc3c(c2)CC(=O)N([C@H](C)CO)C[C@@H](C)[C@H](CN(C)C(=O)Nc2ccc(C(F)(F)F)cc2)O3)cc1	0.2
C[C@@H]1CN([C@@H](C)CO)C(=O)Cc2cc(NS(=O)(=O)c3ccc(F)cc3)ccc2O[C@@H]1CN(C)Cc1ccc(C(=O)O)cc1	1.3
CC(C)NC(=O)Nc1ccc2c(c1)C(=O)N([C@H](C)CO)C[C@H](C)[C@H](CN(C)S(C)(=O)=O)OCCCC[C@@H](C)O2	-7.9
COc1cccc(S(=O)(=O)N2CCCCN3[C@@H](CO)[C@H](c4ccc(C#CCC(C)C)cc4)[C@@H]3C2)c1	0.7
C[C@H]1CN([C@@H](C)CO)C(=O)c2cc(/C=C/c3ccccc3)cnc2O[C@@H]1CN(C)S(=O)(=O)c1ccc(F)cc1	-1.1
CCCC#Cc1ccc2c(c1)O[C@H](CN(C)C(=O)c1ccccc1)[C@@H](C)CN([C@H](C)CO)S2(=O)=O	0.0
O=C(C[C@H]1CC[C@H]2[C@@H](COC[C@H](O)CN2Cc2ccncc2)O1)NCc1ccncc1	-1.3
COc1cccc(-c2ccc3c(c2)O[C@H](CN(C)Cc2cncnc2)[C@@H](C)CN([C@@H](C)CO)S3(=O)=O)c1	0.4
COc1ccc(NC(=O)N(C)C[C@H]2Oc3ccc(NC(=O)Nc4ccc5c(c4)OCO5)cc3C(=O)N([C@@H](C)CO)C[C@H]2C)cc1	0.0
COc1ccc(S(=O)(=O)Nc2ccc3c(c2)C(=O)N([C@H](C)CO)C[C@H](C)[C@H](CN(C)C(=O)CCCN(C)C)OCCCC[C@H](C)O3)cc1	-0.5
O=C(c1ccc2c(c1)OCO2)N1C[C@@H]2[C@H](c3ccccc31)[C@H](CO)N2C(=O)CC1CC1	-0.4

Remaining list, next part
SMILES	TcdB inh
C[C@@H](O)C#Cc1ccc([C@@H]2[C@@H](CO)N3CCCCN(C(=O)c4cccc(F)c4)C[C@H]23)cc1	0.6
CCCC#Cc1cnc2c(c1)C(=O)N([C@@H](C)CO)C[C@@H](C)[C@@H](CN(C)Cc1ccccc1F)O2	-0.2
CCC(=O)N1CC2(CN(S(C)(=O)=O)C2)c2c(n(C)c3cc(OC)ccc23)[C@@H]1CO	-0.3
CN(C)C(=O)[C@@]1(Cc2ccccc2N=[N+]=[N-])N=C(c2ccc(OCCCO)cc2)O[C@H]1c1ccccc1N=[N+]=[N-]	-0.2
O=C(C1CC1)N1CCCCN2[C@H](CO)[C@H](c3ccc(C#CC4CC4)cc3)[C@@H]2C1	-0.9
C/C=C/c1cnc2c(c1)C(=O)N([C@H](C)CO)C[C@H](C)[C@H](CN(C)Cc1ccccc1)O2	0.0
COCC(=O)Nc1ccc2c(c1)[C@H]1C[C@@H](CC(=O)NCc3ccccn3)O[C@H](CO)[C@H]1O2	-0.3
COc1ccc2c3c([nH]c2c1)[C@H](CO)N(C(=O)CN(C)C)CC31CCN(C(=O)c2ccncc2)CC1	-3.3
CC(C)NC(=O)Nc1ccc2c(c1)C(=O)N([C@H](C)CO)C[C@H](C)[C@@H](CN(C)C(=O)c1ccccc1)OCCCC[C@H](C)O2	0.0

A second format for part of the listing above:
CCCC#Cc1cnc2c(c1)C(=O)N([C@@H](C)CO)C[C@@H](C)[C@@H](CN(C)Cc1ccccc1F)O2
  TcdB inh: -0.2

CCC(=O)N1CC2(CN(S(C)(=O)=O)C2)c2c(n(C)c3cc(OC)ccc23)[C@@H]1CO
  TcdB inh: -0.3
